ANO1 block: TMEM16A chloride channel inhibitors, primary screen, cell-based, HTS; Anoctamin-1 (Mus musculus), Q8BHY3; HEK293 TMEM16A/YFP iodide influx fluorescence, ionomycin; normalized B-score (activity score, 25-100; higher = stronger inhibition) at 10 µM; actives 1.2% (n = 310,000); AID 588511, 2011;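 active = ratio plate-corrected score three or more library SD toward inhibition, starting fluorescence score within five deviations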;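 note: score derived from kinetic fluorescence span divided by baseline fluorescence per well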
RGS4 inh: RGS4 inhibitors, primary screen, cell-based, HEK293 M3R inducible RGS4, calcium flux; Fluo-4 calcium flux; stronger effect = higher value; triggered by carbachol at its EC20; Regulator of G-protein signaling 4 (Homo sapiens), P49798; B-score at 10 µM; AID 463165, 2010; actives 0.45% (n = 310,000);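 active = B-score, a plate-corrected calcium signal, over three deviations above library mean, with baseline fluorescence within five deviations of library mean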;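 note: RGS4 expression induced by doxycycline in cells with stable M3 receptor; B-score is computed from the integrated fluorescence ratio over baseline after carbachol; higher B-score means a larger calcium signal and so more RGS4 inhibition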
Target sequence (P49798 whole entry, looked up): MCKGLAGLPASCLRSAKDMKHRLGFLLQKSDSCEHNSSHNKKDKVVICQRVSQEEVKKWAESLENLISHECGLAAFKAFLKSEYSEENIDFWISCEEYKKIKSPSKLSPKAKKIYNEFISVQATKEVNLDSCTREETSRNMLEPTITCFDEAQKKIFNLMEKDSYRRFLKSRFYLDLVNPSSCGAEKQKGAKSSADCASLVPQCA
ANO1 activ: TMEM16A chloride channel activators or potentiators, primary screen, cell-based, HTS. Anoctamin-1 (Mus musculus), Q8BHY3. HEK293 TMEM16A/YFP-H148Q/I152L, iodide quench fluorescence; stronger effect = lower value. B-score at 10 µM. actives 0.3% (n = 340,000). AID 623877, 2012;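 active = fluorescence-ratio B-score plate-corrected deviation score at least 3 library SD below zero, with starting fluorescence score within 5 deviations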;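 note: channel opened by trigger with iodide after compound preincubation; score built on the fluorescence ratio of max minus min over baseline; more negative score means more quench and so TMEM16A activation or potentiation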
KCNQ1 pot: potentiators or activators of KCNQ1 channel, primary screen, cell-based, thallium flux, high-throughput; Potassium voltage-gated channel subfamily KQT member 1 (Homo sapiens), P51787; CHO-K1 KCNQ1, thallium flux FluxOR fluorescence; stronger effect = higher value; B-score at 10 µM; actives 0.35% (n = 310,000); AID 2648, 2010;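 active = fluorescence ratio B-score, a plate-corrected score, at least three library SD, with initial intensity B-score within 5 SD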
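Assay system: CHO-K1 cells stably expressing KCNQ1; Medium: assay buffer with matched DMSO; Also added: K+/Tl+ depolarizing stimulus; Dosing: single dose; Timing: dye 90 min, compound 20 min, room temperature; Measured by: kinetic FluxOR thallium fluorescence, 10-s 1-Hz baseline, 110-s post-stimulus read; Read-out: peak-minus-minimum fluorescence over initial fluorescence, negative-control normalized, B-scored.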
RGS4 pot: RGS4 potentiators or activators, primary screen, cell-based, HEK293 M3R inducible RGS4, calcium flux | carbachol calcium flux Fluo4; stronger effect = lower value | B-score at 10 µM | actives 0.92% (n = 310,000) | AID 463111, 2010;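 active = B-score of the integrated calcium signal more than 4 SD below the library mean, with starting fluorescence not abnormally high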;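 note: negative B-score means reduced calcium response which marks RGS4 activation or potentiation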
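Also added: carbachol at ECmax as muscarinic agonist stimulus; Assay system: HEK293 cells with stable M3R and inducible RGS4; Timing: overnight RGS4 induction, 30 min dye load 37 °C, 20 min compound RT; Measured by: Fluo4-AM (2 µM) calcium-flux fluorescence, kinetic read.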
MrgX1 agonist: agonists of human MrgX1 receptor, primary screen, HEK293 cells, Fluo-4 calcium flux; AID 588627, 2011; Fluo-4 calcium fluorescence, agonist mode; stronger effect = higher value; actives 0.44% (n = 310,000); Mas-related G-protein coupled receptor member X1 (Homo sapiens), Q96LB2; B-score at 10 µM;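 active = calcium response B-score plate-corrected fluorescence ratio at least 3 library SD, with starting fluorescence B-score inside 5 SD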
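System – MrgX1-expressing HEK293 cells · Incubation – cells plated overnight, dye loaded 0.5 h 37 °C, 0.5 h room temperature · Technique – kinetic Fluo-4 NW fluorescence of intracellular calcium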
KCNK3 inh: human KCNK3 channel inhibitors, primary screen, CHO cells, FluxOR thallium flux, B-score; AID 602410, 2012; B-score at 10 µM; actives 0.84% (n = 340,000); FluxOR fluorescence; stronger effect = lower value; Potassium channel subfamily K member 3 (Homo sapiens), O14649;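 active = B-score under library mean minus 4 SD, starting fluorescence ratio at most library mean plus 5 SD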;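 note: more negative B-score means stronger inhibition of thallium flux through KCNK3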
Target sequence (O14649 whole entry, looked up): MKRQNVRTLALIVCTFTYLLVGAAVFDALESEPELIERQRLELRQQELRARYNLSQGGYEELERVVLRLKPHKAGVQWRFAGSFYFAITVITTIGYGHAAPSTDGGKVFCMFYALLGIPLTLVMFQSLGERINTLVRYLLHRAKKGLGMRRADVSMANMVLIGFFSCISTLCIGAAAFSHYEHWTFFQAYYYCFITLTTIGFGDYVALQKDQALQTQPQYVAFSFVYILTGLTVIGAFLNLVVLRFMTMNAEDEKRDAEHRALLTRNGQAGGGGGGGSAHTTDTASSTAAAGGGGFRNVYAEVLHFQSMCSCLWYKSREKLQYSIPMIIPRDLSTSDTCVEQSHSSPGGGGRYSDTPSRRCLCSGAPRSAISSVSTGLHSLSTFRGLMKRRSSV
hERG protect: hERG rescue from dofetilide block, primary screen, cell-based, CHO-hERG, FluxOR thallium flux, dofetilide IC70 | activation (rescue from dofetilide block), less the hit threshold, % at 10 µM | dofetilide IC70 present | actives 0.51% (n = 310,000) | Voltage-gated inwardly rectifying potassium channel KCNH2 (Homo sapiens), Q12809;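 active = activation above the mean of controls blocked by dofetilide plus 5 SD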;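 note: thallium influx through hERG after potassium depolarization seen as dye fluorescence rise; in these data hits start at about 4.7%; inactives centre near -7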
KCNK9 inh: KCNK9 potassium channel inhibitors, primary screen, HEK293 cells, thallium flux | Potassium channel subfamily K member 9 (Homo sapiens), Q9NPC2 | FluxOR thallium flux fluorescence; stronger effect = lower value | B-score at 10 µM | actives 1.2% (n = 310,000);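 active = ratio B-score over 3 SD below the library mean, with starting fluorescence within 5 SD of its mean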;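 note: negative B-score means less thallium flux so channel inhibition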
Target sequence (Q9NPC2 whole entry, looked up): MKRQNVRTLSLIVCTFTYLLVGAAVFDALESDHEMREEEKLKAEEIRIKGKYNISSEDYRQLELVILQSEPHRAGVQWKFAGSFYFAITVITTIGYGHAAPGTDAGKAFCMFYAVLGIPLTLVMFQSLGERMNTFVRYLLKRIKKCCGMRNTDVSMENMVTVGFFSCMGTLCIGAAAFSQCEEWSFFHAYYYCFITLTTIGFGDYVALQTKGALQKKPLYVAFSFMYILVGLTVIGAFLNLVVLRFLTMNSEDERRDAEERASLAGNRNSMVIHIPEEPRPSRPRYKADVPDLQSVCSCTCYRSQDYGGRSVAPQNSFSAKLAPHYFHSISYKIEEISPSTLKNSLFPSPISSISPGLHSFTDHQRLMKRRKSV
KCNQ1 inh: inhibitors of human KCNQ1 channel, primary screen, cell-based, thallium flux, high-throughput; CHO-K1 KCNQ1, FluxOR thallium flux fluorescence; stronger effect = higher value; B-score at 10 µM; actives 1.3% (n = 310,000); AID 2642, 2010;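 active = compounds whose thallium flux B-score, printed positive for inhibition, exceeds three library SD while starting fluorescence stays within three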;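 note: channel opened by potassium depolarization with thallium stimulus after 20 min compound exposure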
MrgX1 allo act: positive allosteric modulators of MrgX1, primary screen, HEK293 cells, Fluo-4 calcium flux; actives 0.63% (n = 310,000); B-score at 10 µM; AID 588675, 2011; FDSS; stronger effect = higher value;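 active = plate-corrected calcium response at least 3 library SD above typical, normal starting fluorescence, not activating the receptor alone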;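 note: compound read alongside a low EC10 to EC30 dose of BAM8-22 agonist; peak minus trough fluorescence over baseline measured at the second addition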
* = called active by the depositor; i = inactive; . = not tested or not shown.

Values run as follows: ANO1 block	RGS4 inh	ANO1 activ	KCNQ1 pot	RGS4 pot	MrgX1 agonist	KCNK3 inh	hERG protect	KCNK9 inh	KCNQ1 inh	MrgX1 allo act
1: NC(=O)C1(NC(=O)[C@@H]2CC3(CC(c4cccc(NC(=O)c5cc([N+](=O)[O-])cc([N+](=O)[O-])c5)c4)=NO3)CN2C(=O)c2ccccc2)CC1 (stereo partly drawn)
  i	i	i	i	i	i	i	-4	i	i	i
2: COc1ccc(Cc2nn3c(-c4ccccc4Br)nnc3s2)cc1
  i	i	i	i	i	i	i	-4	i	i	i
3: Cc1nn(C)cc1CN1CCC(CO)(CCOc2ccccc2)CC1
  i	i	i	i	i	i	i	-13	i	i	i
4: COc1ccc(NC2CCCN(C(=O)C3(C)CCCCC3)C2)cc1 (stereo not drawn)
  i	i	i	i	i	i	i	-5	i	i	i
5: CCc1ccc(C(=O)Nc2nc(C)cs2)s1
  i	i	i	i	i	i	i	-8	i	i	i
6: C=CCn1c(-c2cccc(OC)c2)n[nH]c1=S
  i	i	i	i	i	i	i	-1	i	i	i
7: Cc1cc(NC(=O)C2CC(c3cccc(Br)c3)=NO2)no1 (stereo not drawn)
  i	i	i	i	i	i	i	0	i	i	i
8: CN1C(=O)C(C)(C)N(C(=O)c2cccc([N+](=O)[O-])c2)c2ccccc21
  i	i	i	i	i	i	i	-4	i	i	i
9: CCCc1nc2oc3c(NCCOCCO)ncnc3c2c2c1COC(C)(C)C2
  i	i	i	i	i	i	i	-10	i	i	i
10: COc1ccc(-c2nnc(SCC3CCCO3)n2C)cc1 (stereo not drawn)
  i	i	i	i	i	i	i	-1	i	i	i
11: CCOC(=O)C1=NN(c2ccccc2)C(c2ccccc2)CC1=O (stereo not drawn)
  i	i	i	i	i	i	i	-9	i	i	i
12: O=C(NCCC1=CCCCC1)C1CCN(S(=O)(=O)c2ccccc2)CC1
  i	i	i	i	i	i	i	-8	i	i	i
13: COc1ccc(-c2nn(CCC#N)cc2/C=N/O)cc1
  i	i	i	i	i	i	i	-10	i	i	i
14: CC(NC(=O)CCNC(=O)N1CCn2c1nc1ccccc12)c1ccccc1 (stereo not drawn)
  i	i	i	i	i	i	i	-4	i	i	i
15: COc1ccc2oc(C(=O)N3CCN(S(=O)(=O)c4cccc([N+](=O)[O-])c4)CC3)c(C)c2c1
  i	i	i	i	i	i	i	-10	i	i	16*
16: CC(C)C(NS(=O)(=O)c1cccs1)C(=O)N1CCc2ccccc2C1 (stereo not drawn)
  i	i	i	i	i	i	i	-11	i	i	i
17: Cc1[nH]n(-c2ccccc2)c(=O)c1C=NCCc1ccccc1
  i	i	i	i	i	i	i	-21	i	i	i
18: O=C(NC1CCCCCC1)c1cccs1
  i	i	i	i	i	i	i	-8	i	i	i
19: CC(=O)CCc1ccc2oc(C(=O)O)c(C)c2c1
  i	i	i	i	i	i	i	-9	i	i	i
20: Cn1c(N)c(C(=O)COC(=O)C2CCC(C(C)(C)C)CC2)c(=O)n(C)c1=O (stereo not drawn)
  i	i	i	i	i	i	i	-6	i	i	i
21: CC(C)(C)n1ncc2c(=O)n(Cc3ccc(Cl)cc3Cl)cnc21
  i	i	i	i	i	i	i	-2	i	i	i
22: CC(C)Cn1c(N2CCN(C(=O)/C=C/c3ccccc3)CC2)nc2ccccc21
  i	i	i	i	i	i	i	-10	i	i	i
23: Cc1ccc(CNC(=O)c2cc(=O)c3ccc(C)cc3o2)cc1
  i	i	i	i	i	i	i	-4	i	i	i
24: CCN1CCN(CCCNC(=O)C2c3ccccc3C(=O)N(C)C2c2ccc(OC)cc2)CC1 (stereo not drawn)
  i	i	i	i	i	i	i	-6	i	i	i
25: O=C(Nc1ccc2c(c1)oc1ccc(S(=O)(=O)N3CCCC3)cc12)C1CC1
  i	i	i	i	i	i	i	-5	i	i	i
26: CC1CCCC(C)N1C(=O)COC(=O)CNC(=O)C12CC3CC(CC(C3)C1)C2 (stereo not drawn)
  i	i	i	i	i	i	i	-19	i	i	i
27: O=C(Nc1cccc(C(=O)O)c1)/C(=C\c1ccco1)NC(=O)c1ccc(Br)o1
  i	i	i	i	i	i	i	-4	i	i	i
28: COc1cc(C#N)ccc1OCC(=O)Nc1ccc(C)c(S(=O)(=O)N2CCOCC2)c1
  i	i	i	i	i	i	i	-7	i	i	i
29: O=C(N/N=C/c1ccco1)c1ccc(NC(=O)c2ccccc2Cl)cc1
  i	i	i	i	i	i	i	-11	i	i	i
30: COC(=O)CSc1nc2ccccc2c(=O)n1C
  i	i	i	i	i	i	i	-15	i	i	i
31: O=C(COC(=O)c1cccc(S(=O)(=O)N2CCc3ccccc3C2)c1)NCc1ccco1
  i	i	i	i	i	i	i	-7	i	i	i
32: CC(=O)Nc1sc(C)c(C)c1C(=O)OCCOc1ccccc1
  i	i	i	i	i	i	-11*	-8	-13*	i	i
33: Cc1nn(-c2ccccc2)c(C)c1NC(=O)COc1ccc(Cl)cc1Cl
  i	i	i	i	i	i	i	-12	i	i	i
34: NC(=O)[C@H]1CC2(CC(c3cccc(NC(=O)COc4ccc(Cl)cc4)c3)=NO2)CN1C(=O)[C@H]1CCC(=O)N1 (stereo partly drawn)
  i	i	i	i	i	i	i	-3	i	i	i
35: CSCCC(NC(=O)c1ccccc1)C(=O)OCC(=O)Nc1ccc(C)c(Cl)c1 (stereo not drawn)
  i	i	i	i	i	i	i	-10	i	i	i
36: C[C@@H](C(=O)Nc1nc2ccc(F)cc2s1)N1C(=O)C2CC=CCC2C1=O (stereo partly drawn)
  i	i	i	i	i	i	i	-7	i	i	i
37: CN(C)S(=O)(=O)c1ccc(NC(=O)COC(=O)c2ccccn2)cc1
  i	i	i	i	i	i	i	-6	i	i	i
38: COc1ccccc1-n1ccnc1SCC(=O)NC1CCCC1
  i	i	i	i	i	i	i	-10	i	i	i
39: CC12CC(NC(=O)N1CCc1ccccc1)c1cc(Cl)ccc1O2 (stereo not drawn)
  i	i	i	i	i	i	i	-6	i	i	i
40: COc1ccc(S(=O)(=O)N2CCOC2CNC(=O)C(=O)NCc2ccc(F)cc2)cc1OC (stereo not drawn)
  i	i	i	i	i	i	i	-6	i	i	i
41: Cc1sc2ncn(CCn3cnc4sc(C)c(C)c4c3=O)c(=O)c2c1C
  i	i	i	i	i	i	i	-12	i	i	13*
42: CC(=O)N1CCc2cc(S(=O)(=O)CCC(=O)NCc3ccc(F)cc3)ccc21
  i	i	i	i	i	i	i	-7	i	i	i
43: COc1ccccc1NC(=S)NCCc1ccc(Cl)cc1
  i	i	i	i	i	i	i	2	i	i	i
44: Clc1cc2c(c(CSc3nc4ccccc4n4cccc34)c1)OCOC2
  i	i	i	i	i	i	i	-4	i	i	i
45: CCOc1ccc(/C=N/NC(=O)c2c(C)n(C)c3ccc(OC)cc23)cc1
  i	i	i	i	i	i	i	-1	i	i	i
46: O=C(NC(=S)Nc1ccccc1N1CCCC1)c1ccco1
  i	i	-6.9*	12*	i	i	i	3	i	i	i
47: Cc1cccc(C)c1NC(=O)COC(=O)c1ccc2c(c1)OCO2
  i	i	i	i	i	i	i	-6	i	i	i
48: CCOC(=O)c1[nH]cnc1C(=O)Nc1cccc(OC)c1
  i	i	i	i	i	i	i	-10	i	i	i
49: COC(=O)c1cc(NC(=O)Cc2coc3cc(OC)ccc23)cc(C(=O)OC)c1
  i	i	i	i	i	i	i	-14	i	i	i
50: NC(=O)c1nc(C2CCCCC2)nc2c1[nH]c(=O)n2-c1ccc(F)cc1
  i	i	i	i	i	i	i	-3	i	i	i
51: CCCCc1nnc(NC(=O)C(=O)OCC)s1
  i	i	i	i	i	i	i	-8	i	i	i
52: CCOC(=O)C1=C(N)OC2=C(C(=O)CCC2)C1c1sccc1C (stereo not drawn)
  i	i	i	i	i	i	i	-8	i	i	i
53: Cc1ccc(C(=O)Nn2cnc3ccccc3c2=O)cc1C
  i	i	.	i	i	i	i	-5	i	i	i
54: CN(C)S(=O)(=O)Oc1cccc(C(=O)Nc2ccc([N+](=O)[O-])cc2)c1
  i	i	i	i	i	i	i	-5	i	i	i
55: COc1ccc(N2CC(C(=O)Nc3ccc(S(=O)(=O)N4CCCCC4)cc3)CC2=O)cc1 (stereo not drawn)
  i	i	i	i	i	i	i	-14	i	i	i
56: O=C(NC(=S)NCC1CCCO1)c1ccc(Cl)cc1 (stereo not drawn)
  i	i	i	i	i	i	i	-7	i	i	i
57: Cc1cc(C)c2nncn2n1
  i	i	i	i	i	i	i	-14	i	i	i
58: CC1CCCCN1CCCn1c(=S)[nH]c2ccccc2c1=O (stereo not drawn)
  i	i	i	i	i	i	i	-11	i	i	i
59: O=C(CCc1nnc(-c2ccc3c(c2)OCO3)o1)N1CCC(c2ccc(F)cc2)C1 (stereo not drawn)
  i	i	i	i	i	i	i	-17	i	i	i
60: COc1nn(-c2ccccc2)c(=O)c(Cl)c1Cl
  i	5*	i	i	i	i	i	-14	i	i	i
61: O=C1CCc2cc(NS(=O)(=O)c3ccccc3)cc3c2N1CCC3
  i	i	i	i	i	i	i	-14	i	i	i
